# CHRM4 PAM: positive allosteric modulators of human muscarinic M4 receptor; actives 0.4% (n = 360,000); activation, % at 3 µM; CHO-K1 hM4/Gqi5, Fluo-8 calcium fluorescence, ACh EC20; 0% = ACh EC20, 100% = maximal ACh; P08173;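 active = activation above its plate's cutoff, the mean activation of sample wells plus 3 SD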; also: some results filed as inactive read as strong as hits
# p-CIP stab down: lowers stability of the mouse p/CIP coactivator protein. decrease of EGFP signal, % at 10 µM. AID 1984. actives 0.01% (n = 290,000). Q05BA5. F442A p/CIP-EGFP cells, EGFP fluorescence, 16 h;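 active = EGFP signal decrease of at least 30% at 10 µM or well 3 SD below plate mean, unless failing retest; inactive = the rest, including hits failing retest or dose response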; also: some compounds called inactive have numbers as strong as hits; many of its hits are not listed in these tables
# IDE cell activ: activators of human insulin-degrading enzyme in cells. AID 493087. P14735. activation, % at 5.96 µM. actives 0.073% (n = 340,000). HEK cells, FAbeta-B cleavage, fluorescence polarization; 0% vehicle, 100% cell-free pure enzyme wells;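 active = activation above the mean of all tested compounds plus 3 SD, set per screening campaign, cut at about 17% in these data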
# IDE cell inh: cellular human IDE inhibition. P14735. HEK cells, FAbetaB cleavage, fluorescence polarization. inhibition, % at 5.59 µM. actives 0.41% (n = 320,000). AID 434962;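 active = percent inhibition above the average of all tested compounds plus 3 SD, set per screening campaign, cut at about 16% in these data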;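 also: IDE supplied by intact live HEK cells; FP after avidin binding of uncleaved biotin substrate so inhibition keeps polarization high; 0% = DMSO wells and 100% = 60 µM reference IDE inhibitor Ii1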
# GalR3 antagonist: antagonists of human GalR3; O60755; HEK293 GalR3-CNG cAMP membrane potential fluorescence; galR3 body fused to GalR1 C-terminus; inhibition, % at 3 µM; actives 0.44% (n = 360,000);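 active = inhibition above the screen-wide average plus 3 SD, cut at about 13% in these data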;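 also: forskolin and galanin both at EC90 stimulate the cells; cAMP rise reported by CNG channel membrane potential dye signal; 0% = forskolin plus galanin with DMSO and 100% = forskolin alone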
# CRFR2-BP antag: CRF-BP/CRF-R2 complex antagonism; HEK293 CRF-R2/CRF-BP, CRF-induced calcium fluorescence; inhibition, % at 11.8 µM; actives 0.59% (n = 350,000); AID 588475;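 active = inhibition of the ligand-induced calcium signal above about 50% at the single tested concentration, limit read from the data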
# PHOSPHO1 block: inhibitors of human PHOSPHO1 phosphatase; Q8TCT1; recombinant PHOSPHO1, absorbance phosphatase assay; inhibition, % at 13.3 µM; actives 1.1% (n = 290,000); in the data active = inhibition above about 60%
# MEKK3 PB1 HTS: MEKK3-MEK5 PB1 interaction, increase or decrease; AID 1529; Q99759; bead-based flow cytometry, Alexa488-MEK5 binding to MEKK3; actives lie on both sides; 0 = blocked by unlabeled MEK5, 100 = vehicle; actives 1.4% (n = 290,000); binding response (% of control), % at 10 µM;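 active = binding response more than 3 SD above or below the average of its plate-row segment, actives on both sides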;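 also: Alexa488 bead fluorescence after subtracting the streptavidin-only scavenger bead signal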
# CRFR2-BP ag: CRF-BP/CRF-R2 complex agonism; actives 0.46% (n = 350,000); AID 588473; HEK293 CRF-R2/CRF-BP, calcium dye fluorescence (FLIPR); percent of saturating CRF peptide response; activation, % at 13.2 µM;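 active = activation of at least 50%, plus an integration ratio under a set limit after plate pattern correction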;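 also: plate controls were neutral control wells without compound for no effect and CRF at EC100 for full effect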
# * marks the source's active call; other numbers are inactive results; nt = not tested or not shown; [ ] = dose if it differs, or a comment.
SMILES,CHRM4 PAM,p-CIP stab down,IDE cell activ,IDE cell inh,GalR3 antagonist,CRFR2-BP antag,PHOSPHO1 block,MEKK3 PB1 HTS,CRFR2-BP ag
O=C(COC(=O)CCc1c[nH]c2ccccc12)NCc1ccccc1,1,0,6,-3,-3,29,4,101,-0.9
CCOc1c(Br)cc(C2CC(=O)Nc3cc(OC)c(OC)cc32)cc1OC (centres undefined),-6,1,4,7,-1,0,49,102,-3.0
COC(=O)c1cc(=O)cc(C(=O)OC)o1,1,4,1,-3,-3,24,-6,98,-0.5
COc1cccc(NC(=O)CN(C)C(=O)c2oc3c(ccc4ccccc43)c2C)c1,-1,nt,3,-1,1,-22,nt,nt,2.8
Cc1ccc(NC(=O)Nc2ccc(Cl)c(Cl)c2)nc1,6,-4,2,4,-11,-13,19,100,0.9
COC(=O)c1ccccc1C(=O)N1CCC(CCC(=O)NC2CC2)CC1,-2,7,6,2,1,-13,28,105,1.0
CC1CCN(C(=O)C2CCN(S(=O)(=O)c3cccc4nonc34)CC2)CC1,-9,-6,-3,-3,4,-7,33,106,-0.5
COc1cc(CCCN2C(=O)C(=O)NC[C@@H]2C(C)O)cc(OC)c1OC (some centres undefined),9,-8,-3,-2,-7,22,18,2.0*[inhibitor],2.1
O=C(OCCCOC(=O)c1cc[n+]([O-])cc1)c1cc[n+]([O-])cc1,14,20,3,0,-5,5,62*,97,-1.2
CN1C(=O)SC(Nc2ccccc2)C1=O (centres undefined),4,6,1,3,0,-1,0,100,-0.7
CCOC(=O)c1sc(NC(=O)c2ccc(OC(C)=O)cc2)nc1C,10,-10,1,-3,2,-7,50,94,5.1
O=C(Nc1ccc2nc3n(c(=O)c2c1)CCCC3)c1ccccc1[N+](=O)[O-],6,-16,2,-3,-2,5,-4,96,-0.7
Cc1ccc(CN2C(=O)C3CCCN3c3ncccc32)cc1 (centres undefined),0,1,4,1,0,-2,38,107,3.0
Cc1ccc([N+](=O)[O-])cc1N=C1C(=O)Nc2ccccc21,4,-23,1,3,-12,-7,33,100,0.4
COc1ccc(C(=O)OCC(=O)NC2CC2)cc1S(=O)(=O)N1CCOCC1,-1,10,7,2,0,-11,2,97,-0.1
N#C/C(=C\c1ccc(/C=C(/C#N)c2nn(CCO)c(N)c2C#N)cc1)c1nn(CCO)c(N)c1C#N,-3,-10,5,-1,1,2,1,101,0.0
COc1ccc2sc(-c3ccc(SC)cc3)c(C#CCO)c2c1,20,nt,-1,-4,-6,-2,nt,nt,0.4
CCOC(=O)c1c(S(=O)(=O)NCC(=O)Nc2cccc(C)c2)c(C)n(C)c1C,2,-8,-2,4,-1,-8,70*,96,-1.4
O=c1c2[nH]c3ccccc3c2ncn1Cc1cccnc1,2,-6,-3,nt,-3,-10,11,96,-0.7
COc1cc(NC(=O)Nc2ccc3c(c2)OCO3)cc(OC)c1OC,10,-1,2,1,-2,15,6,100,-2.6
Cc1cc(N2CCOCC2)nc2cc(O)ccc12,2,-6,0,1,-1,-9,12,92,0.5
CCOC(=O)c1cnc2ccc(OC)cc2c1NCc1ccccc1,1,-6,4,-1,-5,-20,-8,101,1.3
COc1ccc(NC(=O)c2cc3ccccc3o/c2=N\NS(=O)(=O)c2ccc(C)cc2)cc1,9,-3,2,-1,-7,-2,53,104,-1.2
O=c1[nH]c(=O)c2ncc(-c3ccc(Cl)cc3)nc2[nH]1,nt,-1,nt,-5,nt,nt,37,106,nt
Cc1ccccc1-c1nc(CN2CCC(C(=O)NCC3CCCO3)CC2)c(C)o1 (centres undefined),-3,-11,-1,-5,-4,-9,4,99,-0.1
CC(C)C[C@H](NC(=O)c1nc[nH]c1C(=O)N[C@@H](CC(C)C)C(=O)OC(C)(C)C)C(=O)OCc1ccccc1,nt,-8,nt,1,4,-25,-19,102,13
C(=C\c1ccccc1)/CN1CCN(Cc2ccc3c(c2)OCO3)CC1,-9,-13,8,-2,-7,1,41,104,-1.9
CCC1=C(OC(=O)N(CC)CC)N2C(=O)OC(=NCCc3c[nH]c4ccccc34)[C@]2(Cc2ccccc2)[C@H]2C1=CC[C@H]1C(=O)N(c3ccccc3)C(=O)[C@H]12,11,4,1,5,-2,2,26,97,5.5
O=C(NCCN1CCOCC1)C1CC(=O)N(c2ccc(Cl)cc2)C1 (centres undefined),1,-2,1,1,-10,17,39,98,-1.4
CC(C)c1ccc(NC(=O)C2C3C=CC4(CN(CCCN5CCOCC5)C(=O)C24)O3)cc1 (centres undefined),0,-7,-6,0,0,-4,6,96,-1.8
C[C@@H]1COC(=O)[C@@H](CC(=O)OC(C)(C)C)C/C=C\C[C@@H](CC(=O)NCCO)C(=O)N1,-4,nt,1,0,-7,-2,nt,nt,-0.6
COc1c(N2CCN[C@H](C)C2)c(F)cc2c(=O)c(C(=O)O)cn(C3CC3)c12,nt,-10,nt,-4,nt,-5,0,99,2.2
CSc1cccc(NC(=S)N2CCC(N(C)C3CCCCC3C)CC2)c1 (centres undefined),-7,2,9,1,7,-5,-10,101,1.9
O=C(OCC(=O)N1CCCC1)c1cc(=O)c2ccccc2o1,2,nt,0,4,-5,-11,nt,nt,15
Cc1cc(C)c2c(CC(=O)NC3CCS(=O)(=O)C3)coc2c1 (centres undefined),1,-2,2,-4,-5,-2,29,101,-0.6
COCCn1c(SCC(=O)Nc2cc(OC)ccc2OC)nc2c(c1=O)SC(C)C2 (centres undefined),-5,-6,2,8,-1,15,27,109,-1.7
COc1ccc(Oc2ccc(-c3ccn[nH]3)cc2)cc1,-10,-1,6,0,2,-20,37,88,14
CCN(CC)c1ccc(CN2CCCCCC2)cc1,-1,-13,0,3,-4,16,20,78,-0.5
COc1ccc(NC(=O)C(C)SCc2ccccc2)cc1 (centres undefined),0,-1,2,-5,-5,13,37,94,-0.1
Cc1ccc(S(=O)(=O)N2CCCC2CNC(=O)C(=O)NC2CCCC2)cc1 (centres undefined),-2,nt,4,-5,-2,4,nt,nt,0.3
CSc1nc(N(C)NC(=O)c2cccc(C)c2)c2ccccc2n1,-5,-15,4,0,17*,5,11,112,0.9
Cn1ncc(Br)c1NC(=O)Nc1ccc(Cl)cc1,-6,4,4,3,nt,15,-2,102,1.3
CC(C)c1c(C(=O)N/N=C/c2ccsc2)nnn1-c1nonc1N,-7,-6,5,-2,-7,-62,28,102,1.9
COc1ccc(N2C(=O)[C@@H]3[C@H](C2=O)[C@H]2C=CC=NN2[C@@H]3C(=O)Nc2ccc(Cl)cc2)cc1,0,4,nt,4,-7,11,-94,97,0.5
CN(CC(=O)Nc1ccc(Cl)cc1)C(=O)c1cccc(S(=O)(=O)N(C)C)c1,0,2,7,0,-2,3,7,97,-0.3
COCCNS(=O)(=O)c1cc(F)ccc1OC,1,-2,1,9,3,6,0,104,-0.5
CCOC(=O)N1CCN(C(=O)C2CCC(CNS(=O)(=O)c3ccc(Cl)cc3)CC2)CC1 (centres undefined),-3,1,-5,-2,2,9,40,107,-0.8
CCCCNC(=O)CN1C(=O)NC(CCc2ccccc2)C1=O (centres undefined),0,1,7,-3,2,-5,12,102,0.5
CCOC(=O)CSc1nc2c(c(=O)[nH]c(=O)n2C)n1C/C=C(/C)Cl,0,-6,-1,2,-5,3,81*,103,-0.1
CC1=CC2=NC(=O)/C(=C/c3cccn3Cc3ccccc3)C(=N)N2O1,-4,-6,1,2,3,13,28,106,-0.3

# Next section.
SMILES,CHRM4 PAM,p-CIP stab down,IDE cell activ,IDE cell inh,GalR3 antagonist,CRFR2-BP antag,PHOSPHO1 block,MEKK3 PB1 HTS,CRFR2-BP ag
O=C1CN(C(=O)COc2ccc(F)cc2Br)c2ccccc2N1,7,30,3,1,-3,38,-14,94,-1.2
COC(=O)CC1COc2ccccc2N1C(=O)c1ccc(OC)cc1 (centres undefined),13,1,0,-1,-5,3,-28,102,-1.1
COc1cc(CNn2c(C)n[nH]c2=S)cc(Cl)c1OCc1ccc(F)cc1,15,-4,-2,0,-8,-5,90*,113,-0.2
CN(C)C(=S)Nc1cccc(C(F)(F)F)c1,-36,-5,1,5,-6,-16,-14,90,-5.6
Cn1c2ccccc2c(=O)c2c(=O)n(C3CCCCC3)c(-c3ccco3)nc21,3,-5,4,-4,-5,33,-11,125,99*
N#Cc1c(NC(=O)C(=O)NCCCN2CCOCC2)sc2c1CCCC2,-4,-1,0,2,-8,4,-24,103,-0.7
CC(=O)C1=C(O)C(=O)N(c2ccc(F)cc2)C1c1ccc(C)cc1 (centres undefined),0,-4,5,0,-10,1,8,110,0.0
COc1ccc(OC)c(Nc2nc(-c3cccc([N+](=O)[O-])c3)nc3ccccc23)c1,4,-25,6,4,-3,-3,37,105,0.4
COC(=O)c1c(-c2cc(OC)cc(OC)c2)sc2ccc(OC)cc12,1,nt,1,-1,-4,9,nt,nt,1.5
O=C(c1cnc2n(c1=O)CCS2)N1CCN(c2ccc(Cl)c(Cl)c2)CC1,-5,-11,-1,9,nt,3,-39,101,-3.8

# Six entries from above, with values under each structure:
# The line under a structure holds: CHRM4 PAM	p-CIP stab down	IDE cell activ	IDE cell inh	GalR3 antagonist	CRFR2-BP antag	PHOSPHO1 block	MEKK3 PB1 HTS	CRFR2-BP ag
COc1c(N2CCN[C@H](C)C2)c(F)cc2c(=O)c(C(=O)O)cn(C3CC3)c12
    nt	-10	nt	-4	nt	-5	0	99	2.2
Cc1cc(C)c2c(CC(=O)NC3CCS(=O)(=O)C3)coc2c1 (centres undefined)
    1	-2	2	-4	-5	-2	29	101	-0.6
O=C(NCCN1CCOCC1)C1CC(=O)N(c2ccc(Cl)cc2)C1 (centres undefined)
    1	-2	1	1	-10	17	39	98	-1.4
Cn1ncc(Br)c1NC(=O)Nc1ccc(Cl)cc1
    -6	4	4	3	nt	15	-2	102	1.3
COC(=O)c1ccccc1C(=O)N1CCC(CCC(=O)NC2CC2)CC1
    -2	7	6	2	1	-13	28	105	1.0
CCCCNC(=O)CN1C(=O)NC(CCc2ccccc2)C1=O (centres undefined)
    0	1	7	-3	2	-5	12	102	0.5

# Other records.
SMILES,CHRM4 PAM,p-CIP stab down,IDE cell activ,IDE cell inh,GalR3 antagonist,CRFR2-BP antag,PHOSPHO1 block,MEKK3 PB1 HTS,CRFR2-BP ag
CSc1nc2ccccc2s1,1,12,0,10,-6,-3,-2,104,0.6
Cc1cccc(CSCC(=O)N2CCN(S(=O)(=O)c3ccccc3C#N)CC2)c1,-4,nt,nt,nt,-5,-12,nt,nt,-0.1
Cc1c(C(=O)NCCSCc2c(F)cccc2Cl)cnn1-c1ccc(F)cc1,-8,-15,0,-1,1,16,3,90,-1.5
O=S(=O)(NCc1ccccc1)c1cccc2nsnc12,-4,-4,3,-1,-8,-10,14,102,0.7
CCCc1ccc(S(=O)(=O)N(C)S(=O)(=O)c2ccc(F)cc2)cc1,-11,-20,-3,-3,-5,-13,27,101,2.2
Cc1ccc2c(Cl)cc(Cl)c(OCC(=O)N3CCCC3)c2n1,5,-8,-1,1,-1,-3,28,105,-1.2
CCOC(=O)N1CCN(c2nc3ccccn3c(=O)c2C=O)CC1,-2,7,-1,1,-10,-1,-19,100,-0.9
Cc1ccc(CNC(=O)CNC(=S)N(Cc2ccccc2)Cc2ccccc2F)cc1,0,-6,6,nt,-4,-14,20,103,4.7
CC1CCN(S(=O)(=O)c2ccc(NC(=O)CSc3nnnn3C)cc2)CC1,-8,-13,1,1,1,-1,29,103,0.6
Cc1c(C(=O)Nc2nccs2)oc2c(Cl)cccc12,2,nt,0,3,-4,4,nt,nt,-0.1
Fc1ccc(NC(=S)Nc2nccs2)cc1,-1,9,0,0,-3,22,-32,98,-0.8
COC(=O)c1ccc(/C=N/NC(=O)c2cccc(F)c2)cc1,-8,8,2,2,nt,20,40,91,-1.5
CCN(CC(=O)Nc1ccc(NC(C)=O)cc1)C(=O)c1cc2ccccc2oc1=O,7,nt,2,-1,-2,-3,nt,nt,-0.8

# Screens from PubChem BioAssay.
